# Vif-A3F inh – blocks the Vif interaction with APOBEC3F. HeLa A3F-eYFP + Vif (tagged APOBEC3F with the HIV-1 protein that degrades it), YFP fluorescence increase. Potency, µM (highest dose often 46.1 µM), for inactives: top-dose activity, negative = active. actives 0.2% (n = 390,000). AID 602313; further: potency means the concentration at half of the fitted maximal effect; % of control where 0% means no effect; nearly all actives have a fitted effect of over 65% in size
#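 HeLa cells stably expressing A3F-eYFP plus Vif, plated and incubated overnight at 37 deg C, then exposed to compounds overnight at 37 deg C. Blocked degradation read as raised yellow fluorescence (Ex 488/Em 500-530).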
# Glioma ERSR ind – ER stress response induction in glioma; U87-MG GRP78 promoter luciferase reporter, 16 h; Potency, µM, for inactives: top-dose activation, most hits filed as activators; actives 0.02% (n = 420,000); AID 602332; further: potency means the concentration at half of the fitted maximal effect; series mostly up to about 76 µM; % of control where 0% means no effect; nearly all actives have a fitted effect of over 35% in size
#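 Stably transfected U87-MG human glioma cells carrying a GRP78-based luminescent sensor were seeded at 1000 cells/well, pin-dosed with compounds and incubated 16 h. Luciferase reagent was then added, and end-point luminescence was read after 10 min at room temperature.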
# D1 PAM – enhances dopamine response at the human D1 receptor | P21728 | actives 0.036% (n = 360,000) | potentiation, % at 10 µM | HEK293 TREx D1 cells, calcium flux, dopamine EC20 potentiation; in the data active means potentiation above about 30%; further: 0% is about no effect
# Target sequence (P21728 whole entry, looked up): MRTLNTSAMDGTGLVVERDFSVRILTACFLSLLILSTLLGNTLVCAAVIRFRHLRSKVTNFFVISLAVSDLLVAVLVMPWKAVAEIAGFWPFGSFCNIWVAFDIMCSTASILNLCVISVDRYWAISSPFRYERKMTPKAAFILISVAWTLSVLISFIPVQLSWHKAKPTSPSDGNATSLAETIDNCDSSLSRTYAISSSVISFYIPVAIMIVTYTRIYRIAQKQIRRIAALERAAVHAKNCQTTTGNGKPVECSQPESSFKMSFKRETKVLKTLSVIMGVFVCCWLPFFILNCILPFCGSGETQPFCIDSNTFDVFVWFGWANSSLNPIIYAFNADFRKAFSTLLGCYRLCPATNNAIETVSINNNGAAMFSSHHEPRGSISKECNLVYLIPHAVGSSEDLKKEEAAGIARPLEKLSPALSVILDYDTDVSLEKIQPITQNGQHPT
# RXFP1 antag – antagonists of human relaxin receptor RXFP1; AID 1259400; activity change, negative = inhibition, % at 57.5 µM; HEK293-RXFP1, relaxin-stimulated cAMP HTRF, 30 min; hits give low values; actives 0.59% (n = 350,000);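 active means activity change of -60% or lower, but not beyond a set lower limit; inconclusive means change between -60% and -40%, or beyond the set limit; inactive means change above -40%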; further: on the % scale 0 is the no-effect control and ±100 the full control effect
# D1 agonist – agonists of human D1 dopamine receptor. P21728. HEK293 T-REx D1 cells, calcium flux, agonist mode. activation, % at 2 µM. actives 1% (n = 360,000). AID 504660; in the data active means activation above about 30%; further: 0% is about no effect
#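 Agonism was scored from calcium flux recorded over 180 s (1 read/s) after pintool compound addition, following a 10-cycle baseline. Cells were inducible force-coupled HEK293 TREx D1, plated overnight at 30 C and loaded with no-wash calcium dye.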
# D2 PAM – positive allosteric modulators of human D2 dopamine receptor. P14416. HEK293 T-REx D2, calcium flux, EC20 dopamine potentiation. potentiation, % at 10 µM. actives 0.34% (n = 340,000). AID 485347;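 active means potentiation over 3 SD above the plate norm, cut at about 30% in these data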; further: 0% is about no effect
#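 Cells plated with tetracycline inducer and held overnight at 30 C; calcium dye loaded 30–90 min at room temperature; baseline taken, compound added and read 180 s; EC20 dopamine then added and read 180 s.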
# RXFP1 agonist – activates the human relaxin receptor RXFP1; actives 0.3% (n = 370,000); HEK293T-RXFP1 cAMP TR-FRET, 30 min; response scale: percent of porcine relaxin response, buffer zero; Q9HBX9; Potency, µM (titrated, usually from 57.5 µM), inactives show top-dose activation, usual class: activators; further: potency means the concentration at half of the fitted maximal effect; on the % scale 0 is the no-effect control and ±100 the full control effect; nearly all actives have a fitted effect of over 60% in size; many of its hits are not listed in these tables
#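 HEK293 cells stably expressing RXFP1, treated 30 min at 37C with compounds plus PDE4 inhibitor Ro 20174; cAMP measured by HTRF TR-FRET. Normalized to buffer and 29 nM porcine relaxin; EC50 by Hill fit.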
# D1 antag – antagonists of human D1 dopamine receptor. HEK293 TREx D1 cells, calcium flux, dopamine EC80; hits give low values. AID 504652. activity change, negative = inhibition, % at 10 µM. P21728. actives 3.2% (n = 360,000); in the data active means activity change below about -30%; further: on the % scale 0 is the no-effect control and ±100 the full control effect
#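 HEK293 T-REx cells expressing inducible, force-coupled D1 receptor; no-wash Ca dye, 30–90 min RT. Cmpd → 180 s read at 1 Hz → EC80 DA → 180 s read.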
# Vif-APOBEC3G blk – Vif-A3G binding inhibition; HeLa A3G-eYFP + Vif (tagged APOBEC3G with the HIV-1 protein that degrades it), YFP fluorescence, overnight; AID 602310; actives 0.076% (n = 410,000); Q9HC16; Potency, µM (titrated, usually from 46.1 µM), for the others: top-dose activity, negative = active, actives largely listed as inhibitors;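 further: potency means the concentration at half of the fitted maximal effect; on the % scale 0 is the no-effect control and ±100 the full control effect; nearly all actives have a fitted effect of over 60% in size; hits raise eYFP signal because A3G escapes Vif-driven loss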
# Target sequence (Q9HC16 whole entry, looked up): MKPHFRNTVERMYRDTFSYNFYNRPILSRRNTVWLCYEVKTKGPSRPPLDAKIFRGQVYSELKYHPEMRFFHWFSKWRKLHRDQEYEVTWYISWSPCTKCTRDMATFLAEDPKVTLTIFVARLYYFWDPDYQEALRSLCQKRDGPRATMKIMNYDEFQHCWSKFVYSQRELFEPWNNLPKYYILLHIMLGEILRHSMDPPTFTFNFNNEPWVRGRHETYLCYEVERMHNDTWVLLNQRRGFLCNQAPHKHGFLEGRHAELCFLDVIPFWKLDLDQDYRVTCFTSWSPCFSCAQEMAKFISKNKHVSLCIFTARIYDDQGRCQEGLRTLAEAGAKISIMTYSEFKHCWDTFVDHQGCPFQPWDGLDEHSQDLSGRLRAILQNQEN
#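 Read-out is eYFP fluorescence (Ex 488/Em 500-530) from Vif-expressing HeLa A3G-eYFP cells; more signal means A3G escaped Vif-mediated degradation. Cells plated overnight, compound pinned in, incubated overnight at 37 deg C.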
# * hit, by the source's call; ? = inconclusive; . = no result given; & = joins results of further samples. Unless noted, the call rests on the fitted dose curve; in most records, active means well fitted curve in the direction sought with a large enough effect; inconclusive means small, poorly fitted or top-dose-only effect, or another doubt; inactive means no such curve, though single readings can be large; an effect the other way counts as inactive or inconclusive. These rows are one share of the data (hit frequency here may not be typical).
SMILES,Vif-A3F inh,Glioma ERSR ind,D1 PAM,RXFP1 antag,D1 agonist,D2 PAM,RXFP1 agonist,D1 antag,Vif-APOBEC3G blk
CCOc1ccc(CCNC(=O)c2oc3c(c2C)-c2[nH]ncc2CC3)cc1OCC,2%,-1%,-2,1,0,-12,7.3%,1,0%
N#C/C(=C(/O)c1ccc([N+](=O)[O-])o1)c1nc2ccccc2[nH]1,?,1%,-3,-8,6,2,0.0%,3,?
Cc1ccc(S(=O)(=O)NC(CC(N)=O)C(=O)O)cc1 (stereo not given),5%,-8%,2,-3,2,11,-1.0%,-1,2%
CN1CCN(Cc2nnc(-c3ccccc3)o2)CC1,-15%,-5%,-3,-1,1,-7,1.1%,8,-2%
Cc1ccc2c(c1)c1c(c(=O)n(-c3ccccc3C)c(=O)n1CC(=O)NCC1CCCO1)n2C (stereo not given),3%&-6%,-3%&-3%,1&0,-15,1&0,-1&-7,10%&5.6%,-5&-8,0%&-5%
CCOc1ccc(N=C(NC#N)SCC)cc1,-11%,0%,-4,-16,2,-9,-0.5%,14,1%
CN1CCN(C(=O)/C=C/c2cccc(Cl)c2)CC1,1%,-1%,0,1,0,-17,-0.1%,-11,3%
Cc1nn(-c2ccccc2)c(C)c1NC(=O)COc1ccc2ccccc2c1,-7%,-4%,-2,?,15,10,1.2%,-11,-1%
CC(C)N1C(=O)CN(C2CCCCCC2)C(=O)C1c1ccccc1F (stereo not given),6%,-2%,0,21,3,-5,0.3%,9,3%
COc1cc(-c2cc(C(=O)OCC(=O)NC3CC3)c3ccccc3n2)cc(OC)c1OC,3%,3%,.,6,.,.,.,.,3%
COc1cc2c(cc1OC)C(c1cc(OC)c(OC)cc1[N+](=O)[O-])N(C(C)=O)CC2 (stereo not given),3%,-7%,-1,17,2,-2,18%,-3,0%
Cc1ccc(S(=O)(=O)NCCCNC(=O)OCc2ccccc2)cc1,7%,-5%,.,-5,.,.,.,.,0%
O=C(Cc1c(F)cccc1Cl)Nc1cc(S(=O)(=O)N2CCOCC2)ccc1N1CCOCC1,-1%,-2%,-1,-12,5,-6,1.1%,-2,0%
Cc1cccc(C(=O)NC2CCCc3ccccc32)c1 (stereo not given),.,.,0,.,0,5,0.0%,-18,.
CCOC(=O)c1nnc2cc(-c3ccccc3)nn2c1C,-14%,7%,-5,-11,5,-5,3.6%,-2,-6%
Cc1nn(C(C)C(=O)N/N=C/c2ccc(N(C)C)cc2)c(C)c1[N+](=O)[O-] (stereo not given),13%,-4%,-4,-12,2,0,-0.3%,3,2%
COc1cccc(NC(=O)c2sc3nc(C)c(C(=O)Nc4ccc(C)cc4C)c(-c4cccs4)c3c2N)c1,-10%,-2%,-4,-3,20,-3,15%,-1,0%
Cc1c(CCC(=O)NCCCN2CCCC2=O)c(=O)oc2c(C)c(O)ccc12,5%,0%,-2,.,3,-12,23%,3,-1%
CN(C(=O)c1ccc(S(=O)(=O)N2CCCC2)cc1)C1CCS(=O)(=O)C1 (stereo not given),3%,-1%,-7,-8,2,6,3.3%,10,4%
COc1cc(CC(NC(C)=O)C(=O)NC2CCN(C(=O)c3cc(OC)c(OC)c(OC)c3)CC2)cc(OC)c1 (stereo not given),0%,-3%,-1,9,4,-7,0.1%,2,2%
O=C(NCc1ccccc1)c1ccc(N2CCC3(CC2)CC(c2ccc(Cl)cc2)=NO3)c([N+](=O)[O-])c1,5%,-2%,-5,.,1,-2,0.8%,-10,7%
Cc1scc(C(=O)N/N=C/c2ccc(Cl)s2)c1C,1%,3%,-4,-23,0,-13,0.2%,3,-4%
O=S(=O)(Nc1nc(-c2ccccc2)cs1)c1cc(Cl)ccc1Cl,-1%,-4%,-3,2,1,11,2.6%,-14,-10%
C=CCN1/C(=C2/SC(=S)N(C)C2=O)Sc2ccccc21,.,.,-2,.,3,-1,7.8%,4,.
Cc1oc(-c2ccc(Cl)cc2)nc1CS(=O)CC(=O)NCCCN1CCN(Cc2ccccc2)CC1 (stereo not given),2%,-6%,-6,-2,4,-24,1.5%,-14,-1%

# Compound profiles (already shown). Order of screens: Vif-A3F inh, Glioma ERSR ind, D1 PAM, RXFP1 antag, D1 agonist, D2 PAM, RXFP1 agonist, D1 antag, Vif-APOBEC3G blk
# Profile of COc1cc2c(cc1OC)C(c1cc(OC)c(OC)cc1[N+](=O)[O-])N(C(C)=O)CC2 (stereo not given) = 3%, -7%, -1, 17, 2, -2, 18%, -3, 0%
# Profile of CCOc1ccc(N=C(NC#N)SCC)cc1 = -11%, 0%, -4, -16, 2, -9, -0.5%, 14, 1%
# Profile of CN(C(=O)c1ccc(S(=O)(=O)N2CCCC2)cc1)C1CCS(=O)(=O)C1 (stereo not given) = 3%, -1%, -7, -8, 2, 6, 3.3%, 10, 4%
# Profile of Cc1ccc2c(c1)c1c(c(=O)n(-c3ccccc3C)c(=O)n1CC(=O)NCC1CCCO1)n2C (stereo not given) = 3%&-6%, -3%&-3%, 1&0, -15, 1&0, -1&-7, 10%&5.6%, -5&-8, 0%&-5%

# The results go on:
SMILES,Vif-A3F inh,Glioma ERSR ind,D1 PAM,RXFP1 antag,D1 agonist,D2 PAM,RXFP1 agonist,D1 antag,Vif-APOBEC3G blk
CCC(C(=O)N1CCN(c2ccccc2F)CC1)n1nc(C)c2sc3ccccc3c2c1=O (stereo not given),2%,-2%,2,-25,3,-20,?,1,-4%
CCC(C)(C)n1nnnc1C(c1cc2cc(OC)ccc2[nH]c1=O)N1CCc2ccccc21 (stereo not given),3%,-3%,17,0,-3,14,-0.9%,35,0%
COc1ccc(NC(=O)c2ccccc2NC(=O)c2ccco2)cc1,0%,1%,0,-5,1,.,3.4%,2,-12%
COc1ccc(Oc2ccc(NC(=O)c3ccccc3C)cc2)cc1,-4%,-4%,-1,-13,1,-6,0.5%,3,-15%
Cc1nc(C)c(C(=O)N2CCCC(C(=O)c3cc(F)ccc3F)C2)s1 (stereo not given),9%,-4%,-3,0,2,2,-4.0%,-4,0%
Cc1cccc(C(=O)OCC(=O)Nc2c(C)n(C)n(-c3ccccc3)c2=O)c1,-9%,-5%,-5,-14,2,11,-0.8%,5,0%
O=C(CCn1nnnc1CN1CCOCC1)N1CCC(c2cccc(Cl)c2)C1 (stereo not given),-8%,6%,-11,-1,1,-1,-1.1%,-80*,4%
Cc1ccc(-n2c(=O)cc(N3CCc4ccccc4C3)[nH]c2=O)cc1,0%,0%,-4,6,-3,-8,-1.0%,-4,-4%
COc1cccc(NC(=O)Cn2nnc(C(=O)NCc3cccs3)c2N)c1,7%&-3%,-4%&-2%,7&-4,0&1,1&0,-4&-6,2.8%&0.6%,-8&-1,-5%&0%
Cc1ccccc1C(c1c(C)n(C)n(-c2ccccc2)c1=O)c1c(C)n(C)n(-c2ccccc2)c1=O,-1%,2%,0,.,-1,-6,3.5%,-3,0%
Cc1cc(NC(=O)CSc2nnc(Cn3c(=O)sc4ccccc43)n2-c2ccccc2C)no1,4%,-5%,5,-1,0,5,1.5%,7,0%
O=c1c2ccccc2nnn1CSc1ccccc1,3%,-2%,4,-11,0,7,0.6%,-9,-2%
CN(C1CCCCC1)S(=O)(=O)c1ccc(=S)[nH]c1,1%,-5%,-3,-23,3,4,-0.9%,-8,3%
COC(=O)C1=C(C)Nc2nc(-c3ccccc3)nn2C1c1ccc(C)o1 (stereo not given),1%,4%,-10,.,2,.,-0.3%,-57*,-11%
COc1ccc(O[C@H]2C=C[C@@H](c3ccccc3)O[C@@H]2COC(=O)CC/C(C)=N/O[C@@H](C)c2cc(-c3c(C)cc(C)cc3C)no2)cc1,.,.,-1,.,18,4,0.3%,-1,.
COc1ccc2c(=O)c3c(=O)n(Cc4ccco4)c(C4CCCCC4)nc3oc2c1,.,.,-1,.,1,.,8.6%,-1,.
Cc1nc(C)c(-c2ccc(SCC(=O)Nc3cccc(C)c3C)nn2)s1,-14%,-4%,-5,-8,1,-4,5.4%,-9,-1%
CCOc1ccc(N2CC(c3nc4ccccc4n3CCCOc3ccccc3)CC2=O)cc1 (stereo not given),4%,-5%,2,-37,7,-9,0.2%,-22,1%
O=C(O)C1CC(=O)N(CCc2ccc(F)cc2)C1 (stereo not given),8%,-5%,-1,11,1,-5,5.0%,10,2%
O=C(O)C1CC=CCC1C(=O)Nc1ccc(F)c(F)c1 (stereo not given),1%,-5%,2,-2,0,-2,-1.8%,2,1%
Cn1c(C(=O)N2CCCC(C(=O)NCc3cccs3)C2)cc2sccc21 (stereo not given),1%,-4%,2,-5,3,-3,-0.4%,4,0%
CC(=O)Nc1ccc(S(=O)(=O)c2ccnc3cc(Cl)ccc23)cc1,5%,-7%,.,1,.,.,.,.,?
C/C=C(\C)C(=O)Nc1cccc(C2=NOC3(C2)C[C@@H](C(N)=O)N(C(=O)c2cc([N+](=O)[O-])cc([N+](=O)[O-])c2C)C3)c1 (stereo not given in full),-3%,-2%,-2,.,2,-7,0.0%,-3,0%
CCCn1cc(CN2CCC(Oc3ccc(C(=O)N4CCCC4)cc3)CC2)c(C)n1,-2%,-5%,-1,-16,3,0,1.5%,-2,1%
Cn1c(=O)c(C(=O)Nc2ncccc2O)c(O)c2ccccc21,-2%,11%,3,2,2,3,-2.0%,6,1%
SMILES,Vif-A3F inh,Glioma ERSR ind,D1 PAM,RXFP1 antag,D1 agonist,D2 PAM,RXFP1 agonist,D1 antag,Vif-APOBEC3G blk
COc1ccccc1C(=O)OCC(=O)Nc1ccc(OC(F)F)cc1,2%,1%,-2,-1,1,1,0.1%,-9,-9%
COc1cc(NC(=O)c2ccc(COc3ccccc3Br)o2)cc(OC)c1OC,1%,-3%,-3,5,1,3,-0.5%,-9,-19%
Cc1ccc(NC(=O)Cn2nc(C)c3nn(-c4ccc(Cl)cc4)c(C)c3c2=O)cc1C,0%,-1%,-2,-17,-1,6,6.4%,15,0%
Cc1onc(-c2ccccc2)c1C(=O)NNC(=S)NC(=O)/C=C/c1ccccc1,-8%,2%,-3,4,34*,-7,1.6%,-8,1%
COc1cc(C(=O)N[C@H](C(=O)Nc2nnc(C3CC3)s2)C(C)C)cc(OC)c1OC,3%,-4%,-3,3,4,-17,1.2%,3,0%
O=C(NCc1ccccn1)[C@@H]1C[C@H]1[C@@H](NP(=O)(c1ccccc1)c1ccccc1)c1ccccc1,5%,0%,-2,.,-3,.,-0.1%,18,-1%
CC(=O)c1sc(NC(=O)CCc2ccccc2)nc1C,0%,-2%,.,3,.,.,.,.,-2%
